High-throughput results deposited in PubChem by Broad Institute.
GSK3 alpha inh: inhibitors of human GSK-3 alpha kinase; P49840; ADP-Glo luminescence, 60 min; inhibition, % at 10 µM; 320,000 tested, 0.1% active; AID 2650;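 in the data active = inhibition above about 50%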;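 also: GST-tagged GSK-3 alpha with peptide substrate and 25 µM ATP; 0% = DMSO neutral wells and 100% = GW8510 positive control wells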
Target sequence (P49840 whole entry, looked up): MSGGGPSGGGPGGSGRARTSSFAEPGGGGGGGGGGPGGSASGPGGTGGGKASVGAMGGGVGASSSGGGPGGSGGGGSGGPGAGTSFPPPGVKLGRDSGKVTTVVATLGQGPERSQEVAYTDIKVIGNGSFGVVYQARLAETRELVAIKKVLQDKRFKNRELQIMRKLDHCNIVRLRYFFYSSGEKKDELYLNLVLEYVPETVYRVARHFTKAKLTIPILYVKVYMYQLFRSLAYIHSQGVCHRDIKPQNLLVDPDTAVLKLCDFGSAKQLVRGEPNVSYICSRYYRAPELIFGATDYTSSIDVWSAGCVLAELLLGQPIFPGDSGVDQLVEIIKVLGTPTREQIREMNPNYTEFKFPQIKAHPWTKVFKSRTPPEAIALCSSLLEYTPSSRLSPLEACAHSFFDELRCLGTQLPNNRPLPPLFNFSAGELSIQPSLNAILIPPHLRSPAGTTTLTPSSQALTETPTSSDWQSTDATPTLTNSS
An asterisk follows results filed as active. The list is partial (hit frequency here may not be typical).

SMILES	GSK3 alpha inh
Cc1ccc(NC(=O)CSc2nnc(Cc3csc(C)n3)o2)cc1	-9.7
COC(=O)[C@]1(C)N[C@H](CN(C)C(=O)Nc2ccc(F)cc2)[C@@H]2C(=O)N(C)C(=O)[C@@H]21	-1.7
CCOC(=O)c1ccc(-c2c(-c3ccccc3OC)sc3ccc(OC)cc23)cc1F	1.0
CON(C)C(=O)c1ccccc1N(C)C(=O)OC(C)(C)C	-2.1
CCN(C(=O)COc1cccc(-n2cnnn2)c1)C1CCS(=O)(=O)C1 (stereo not drawn)	2.6
CCCNC(=O)C(Cc1ccc(C(F)(F)F)cc1)NC(=O)c1ccc2ccccc2n1 (stereo not drawn)	0.1
C[C@H](CO)N1C[C@H](C)[C@@H](CN(C)C(=O)Nc2ccc3c(c2)OCO3)Oc2ccc(NS(=O)(=O)c3ccccc3)cc2C1=O	-0.6
Cc1c(C(=O)N2CCN(C/C=C/c3ccccc3)CC2)oc2c(F)cccc12	-2.7
COc1ccc2cc(C(=O)N(C)CC(=O)Nc3ccccc3Br)ccc2c1	-1.8
Cc1ccc(C(=O)CN(CCCC(N)=O)S(=O)(=O)c2ccc([N+](=O)[O-])cc2)cc1	-2.9
CCc1ccc(C(=O)NNC(=O)c2ccc(OCC(=O)N3CCOCC3)c(OC)c2)cc1	-5.1
N#Cc1ccc(OCC(=O)N2CCN(C(=O)c3ccco3)CC2)cc1	-0.2
O=C(NN1C(=O)NC2(CCCCC2)C1=O)c1ccc(-c2ccc(Cl)cc2)o1	-0.1
O=C(Cc1ccccc1Cl)Nc1cccc(S(=O)(=O)N2CCCCCC2)c1	1.6
COC(=O)c1ccccc1S(=O)(=O)N1CCC(C(=O)N2CCC2)CC1	2.6
O=C(O)c1ccc(C(=O)Nc2ccc(F)cc2)cc1	0.5
CC1CCC(CN2CCN=C2N(C)C)CC1 (stereo not drawn)	-0.8
Cc1c(C(=O)OCC(=O)NC(=O)NC2CCCCC2)cccc1[N+](=O)[O-]	-1.3
Cn1nc(C(=O)NNC(=O)C(CCC(N)=O)NS(=O)(=O)c2ccc(Cl)cc2)c2ccccc2c1=O (stereo not drawn)	-1.1
Cn1c(SCC(=O)NC2CCS(=O)(=O)C2)nc2ccccc21 (stereo not drawn)	-7.1
CC(C(=O)Nc1ccc(S(=O)(=O)N2CCCC2)cc1)N(C)CC(=O)Nc1cccc(F)c1 (stereo not drawn)	-0.7
COc1cccc(C(=O)OC(C)C(=O)NCC2CCCCC2)c1 (stereo not drawn)	-2.4
CCOC(=O)C1=C(COC(=O)c2ccco2)NC(=O)NC1CC (stereo not drawn)	-3.3
COc1cc(O)c2c(=O)c3c(O[C@H]4O[C@@H](CO)[C@H](O)[C@@H](O)[C@@H]4O)ccc(O)c3oc2c1	-2.4
Cc1ccc(SCC(=O)NNC(=O)CNC(=O)c2ccccc2F)cc1	-0.6
Cc1cc(C(=O)OCC(=O)NC2CCC(C)CC2)c(C)o1 (stereo not drawn)	0.5
COc1cc(/C=C/C(=O)OCC(=O)N2CCCC2)ccc1OCC#N	-1.6
CCCCN(C(=O)C(C)N1C(=O)c2ccccc2C1=O)c1c(N)n(CCCC)c(=O)[nH]c1=O (stereo not drawn)	-9.5
Cc1ccc(NC(=O)CSCC(=O)N2CCN(C(=O)c3ccco3)CC2)cc1	-1.8
COc1ccc([C@@H](OC)[C@@]2(Cc3ccc(O)cc3)N=C(N)N(C)C2=O)cc1	-1.7
O=C1N[C@H](Cc2ccccc2)COC(=O)[C@H](Cc2ccc(F)cc2)C/C=C\C[C@@H]1CC(=O)N(CCO)Cc1ccccc1	-1.9
COc1cccc(NC(=O)CN(C)C(=O)c2ccc(N3CCCCC3)c([N+](=O)[O-])c2)c1	5.7
CC(=O)c1c(C)[nH]c(C(=O)OCC(=O)NNC(=O)c2ccc([N+](=O)[O-])cc2)c1C	-1.4
COc1ccc(NC(=O)CN2C(=O)NC(C)(c3ccc4c(c3)OCO4)C2=O)cc1S(N)(=O)=O (stereo not drawn)	0.0
COCCN(C(=O)CC1CCCC1)c1c(N)n(CC(C)C)c(=O)[nH]c1=O	0.7
O=C(COC(=O)c1cnc(Cl)c(Cl)c1)c1ccc(F)cc1	-8.1
O=C(CCN1C(=O)C2CCCCC2C1=O)Nc1nc2ccc(F)cc2s1 (stereo not drawn)	16.9
O=C1c2ccccc2NC(c2ccc(-c3cccc(F)c3)o2)N1O (stereo not drawn)	-0.5
CC[C@]12c3[nH]c4ccccc4c3CCN1C(=O)C(CC(=O)NCCc1ccccn1)C[C@@H]2C(=O)N1CCN(C(=O)c2ccco2)CC1 (stereo partly drawn)	2.6
CN(C(=O)c1ccc(NC(=O)Cc2ccc(NC(=O)C3CCN(C(=O)CCc4ccccc4)CC3)cc2)cc1)C1CC1	-2.5
Cc1noc(C)c1C(=O)OCC(=O)Nc1ncc(C(F)(F)F)cc1Cl	-4.7
C#CCOCCOCCOCCNc1nc(N2CCOCC2)nc(N2CCN(C(=O)CCCCCCCCCCNC(=O)[C@@H]([C@H](C)CC)n3cc(CCCCCN)nn3)CC2)n1	8.5
CCCCN(C(=O)c1ccc(-c2ccc(Cl)cc2)o1)c1c(N)n(CC(C)C)c(=O)[nH]c1=O	-3.4
O=C1CN(C(=O)COC(=O)/C=C/c2ccc(F)cc2)c2ccccc2N1	-0.2
COc1ccccc1N(C)S(=O)(=O)c1ccc(C(=O)Nc2nccs2)cc1	1.9
O=c1c2cc(F)ccc2sn1-c1ccc(F)cc1	-2.6
CC(C)(C)OCC1CO1 (stereo not drawn)	0.4
O=C1CN(C(=O)COC(=O)c2ccc(C(F)(F)F)cc2)c2ccccc2N1	2.4
Cc1[nH]c2ccccc2c1C(=O)CN1C(=O)C(=O)N(CCC2=CCCCC2)C1=O	-2.6
COc1cccc([C@@H]2CC=C(C(=O)O)[C@H](c3ccccc3)N2S(=O)(=O)c2ccc(C)cc2)c1	0.9
NS(=O)(=O)c1ccc(CCNC(=O)c2ccc3c(=O)n4c(nc3c2)CCCCC4)cc1	2.8
C[C@H](NC(=O)c1ccc(C(C)(C)C)cc1)C(=O)N1CCOCC1	1.8
O=C(CN1C(=O)NC2(CCCCCCC2)C1=O)NCc1ccccc1	-1.3
O=C(c1cc2ccccc2o1)N1CCN(S(=O)(=O)c2c(F)cccc2F)CC1	0.4
Cc1ccccc1N1CCN(C(=O)c2cc(C3CC3)nn2-c2ccccc2)CC1	0.7
Cc1c(NC(=O)CSc2nnc(-c3cccnc3)n2N)c(=O)n(-c2ccccc2)n1C	-0.1

(cont.)
| compound | GSK3 alpha inh |
| --- | --- |
| C=CCN([C@@H](CC(C)C)C(=O)OC)S(=O)(=O)N(CC=C)[C@@H](CC(C)C)C(=O)OC | -3.2 |
| Cc1ccc(S(=O)(=O)c2nc(-c3cccs3)oc2N2CCC(C(N)=O)CC2)cc1 | -0.8 |
| Cc1cc(=O)oc2cc(OC(C)C(=O)NC3(C#N)CCCCC3)ccc12 (stereo not drawn) | -1.1 |
| CC(C)NC(=O)N(C)C[C@H]1Oc2ccc(NC(=O)Cc3ccccc3)cc2C(=O)N([C@H](C)CO)C[C@@H]1C | -1.0 |
| COc1ccc(CC(=O)Nc2ccc(C)c(S(=O)(=O)N3CCCCCC3)c2)cc1 | -5.4 |
| COc1ccc(S(=O)(=O)N2CCC(C(=O)NCCOc3ccccc3F)CC2)cc1OC | -2.3 |
| COc1cc(/C=C/C(=O)OCC(=O)Nc2ccc(Cl)cn2)ccc1O | -1.3 |
| O=C(NC1CC1)c1cc(-c2ccc(Br)cc2)nc2ccccc12 | 0.7 |
| O=C(COC(=O)c1ccc(-n2cnnn2)cc1)Nc1cc(Cl)ccc1F | -7.9 |
| N#Cc1ccc(OCC(=O)NNC(=S)NC2CCCCC2)cc1 | -0.4 |
| CC1CCCCN1C(=O)CSc1nnc2ccccn12 (stereo not drawn) | -3.4 |
| NS(=O)(=O)c1ccc(NC(=O)CSc2nc3ccccc3c(=O)n2Cc2ccncc2)cc1 | 2.1 |
| O=C(CSc1ccc(S(=O)(=O)N2CCOCC2)cn1)Nc1ccc(OC(F)F)cc1 | -1.8 |
| CC(C)NC(=O)Nc1ccc2c(c1)C(=O)N([C@H](C)CO)C[C@H](C)[C@@H](CN(C)C(=O)NC1CCCCC1)O2 | -0.3 |
| COc1ccc(C(=O)NCN2CCN(c3ccccc3)CC2)cc1OC | -3.1 |
| O=C(Cn1cnc2c(OCc3ccccc3)ncnc21)N[C@H](CO)Cc1cc2ccccc2[nH]1 | 0.1 |
| Cn1c(SCC(=O)NNC(=O)c2ccccc2)nnc1C(F)(F)F | -5.2 |
| Cc1ccc(NC(=O)COC(=O)CCc2c(C)nc3nc(N)nn3c2C)cc1C | -0.5 |
| COc1ccccc1NC(=O)Nc1ccc(S(=O)(=O)Nc2onc(C)c2C)cc1 | -1.8 |
| COc1ccc(C(=O)NCCc2ccc(C(F)(F)F)cc2)cc1S(=O)(=O)N1CCOCC1 | -0.5 |
| CC(=O)OC[C@H]1O[C@@H](Oc2cc(O)cc3oc(-c4ccc(O)cc4)cc(=O)c23)[C@H](O[C@@H]2O[C@@H](C)[C@H](O)[C@@H](O)[C@H]2O)[C@@H](O)[C@@H]1O | -1.4 |
| COc1ccc(CNC(=O)CCC(=O)c2ccccc2)cc1 | -0.5 |
| COc1cc(OC)cc(C(=O)NCC(=O)OCC(=O)NC2CCCc3ccccc32)c1 (stereo not drawn) | -0.5 |
| CCc1ccccc1NC(=O)CN1CCN(C(=O)CNC(=O)c2ccc(-c3ccccc3)cc2)CC1 | 0.4 |
| Cc1ccc(NC(=O)c2ccc(Cl)c(S(=O)(=O)NCc3ccco3)c2)c(O)c1 | -1.0 |
| CN(Cc1ccccc1)S(=O)(=O)c1ccc(Cl)c(C(=O)OCC(=O)NC2CCS(=O)(=O)C2)c1 (stereo not drawn) | 3.3 |
| O=C(CNC(=O)c1ccco1)NNC(=O)c1cccc(Cl)c1 | 0.0 |
| Cc1ccc(NC(=O)CN(C)C(C)C(=O)N2CC(C)CC(C)C2)cc1 (stereo not drawn) | 14.5 |
| COc1cc(-c2nc3ccc(C)cn3c2NCc2ccccc2)ccc1-c1cccc(Cl)c1 | 2.2 |
| CC(=O)[C@@]1(O)CCC2C3C=CC4=CC(=O)CC[C@]4(C)C3CC[C@@]21C (stereo partly drawn) | -3.2 |
| COc1ccc(-n2c(=O)c(CCC(=O)NCCc3ccccc3F)nc3ccccc32)cc1 | 3.0 |
| CC1CCC(NC(=O)CN2C(=O)c3ccccc3S2(=O)=O)CC1 (stereo not drawn) | -7.4 |
| CN(c1ccc(OCC(=O)Nc2cc(Cl)ccc2C(=O)O)cc1)S(=O)(=O)c1ccc(F)cc1 | -2.8 |
| COc1ccc(CC(=O)Nc2cc(S(=O)(=O)N3CCOCC3)ccc2N2CCCC2)cc1OC | 0.4 |
| COc1ccc(-c2nc(SC(C)C(=O)c3c(N)n(C)c(=O)n(C)c3=O)n[nH]2)cc1 (stereo not drawn) | 1.4 |
| CN(C(=O)CN1C(=O)c2cccc(N)c2C1=O)C1CCCCC1 | -1.1 |
| CCc1noc(C)c1C(=O)OCC(=O)c1ccc(OC)c(OC)c1 | -1.5 |
| C[C@H](OC(=O)c1[nH]cnc1C(=O)N1CCN(C(=O)OC(C)(C)C)CC1)c1ccccc1 | 0.8 |
| O=C(NCc1ccc2c(c1)OCO2)c1c(-c2ccsc2)sc2ccccc12 | -3.8 |
| O=C(COC(=O)c1ccc(F)cc1)NCC1COc2ccccc2O1 (stereo not drawn) | -6.1 |
| COc1cc(F)cc(-c2ccc3c(c2)c(C#Cc2ccsc2)c(-c2cc(OC)cc(OC)c2)n3C)c1 | -1.2 |
| CCOc1c(Br)cc(C(=O)OCC(=O)N2CCc3ccccc3C2)cc1OC | -1.7 |
| Cc1cc(Br)c(OCc2ccc(C(=O)N/N=C/c3ccc[nH]3)cc2)c(Br)c1 | -5.6 |
| Cc1csc(NC(=O)c2cc(C)on2)n1 | -1.2 |
| COc1ccc(NC(=O)CN(C)CC(=O)NCc2ccc(C)cc2)cc1 | -1.1 |
| O=C(CCC(=O)N1CCOCC1)NCCc1ccccc1 | -4.0 |
| OCC[C@H]1C[C@H](O)[C@@H](O)[C@]2(OCCc3ccccc32)O1 | -1.4 |
| Nn1c(SCC(=O)NCCc2ccc(F)cc2)nnc1C1CCCCC1 | -0.9 |
| O=C(OCC(=O)c1c[nH]c2ccccc12)c1cncc(Br)c1 | 0.0 |
| COc1cccc(NC(=O)CN(C)C(=O)c2cccnc2Nc2cccc(C(F)(F)F)c2)c1 | 1.2 |
| CCOC(=O)[C@H]1[C@H]2COc3ccc(C)cc3[C@@H]2N2C(=O)[C@@H](CO)NC(=O)[C@@]12C | -0.3 |
| C#CCOCCOCCOCCNc1nc(N2CCN(C(=O)[C@H]([C@@H](C)O)n3cc(CCCCN)nn3)CC2)nc(N2CCN(C(=O)[C@H](CCCCN)n3cc(CCCC)nn3)CC2)n1 | 1.8 |

Compounds from the list above that contain a Cl atom:
| compound | GSK3 alpha inh |
| --- | --- |
| O=C(NN1C(=O)NC2(CCCCC2)C1=O)c1ccc(-c2ccc(Cl)cc2)o1 | -0.1 |
| O=C(Cc1ccccc1Cl)Nc1cccc(S(=O)(=O)N2CCCCCC2)c1 | 1.6 |
| Cn1nc(C(=O)NNC(=O)C(CCC(N)=O)NS(=O)(=O)c2ccc(Cl)cc2)c2ccccc2c1=O (stereo not drawn) | -1.1 |
| O=C(COC(=O)c1cnc(Cl)c(Cl)c1)c1ccc(F)cc1 | -8.1 |
| Cc1noc(C)c1C(=O)OCC(=O)Nc1ncc(C(F)(F)F)cc1Cl | -4.7 |
| CCCCN(C(=O)c1ccc(-c2ccc(Cl)cc2)o1)c1c(N)n(CC(C)C)c(=O)[nH]c1=O | -3.4 |
| COc1cc(/C=C/C(=O)OCC(=O)Nc2ccc(Cl)cn2)ccc1O | -1.3 |
| O=C(COC(=O)c1ccc(-n2cnnn2)cc1)Nc1cc(Cl)ccc1F | -7.9 |
| Cc1ccc(NC(=O)c2ccc(Cl)c(S(=O)(=O)NCc3ccco3)c2)c(O)c1 | -1.0 |
| CN(Cc1ccccc1)S(=O)(=O)c1ccc(Cl)c(C(=O)OCC(=O)NC2CCS(=O)(=O)C2)c1 (stereo not drawn) | 3.3 |
| O=C(CNC(=O)c1ccco1)NNC(=O)c1cccc(Cl)c1 | 0.0 |
| COc1cc(-c2nc3ccc(C)cn3c2NCc2ccccc2)ccc1-c1cccc(Cl)c1 | 2.2 |
| CN(c1ccc(OCC(=O)Nc2cc(Cl)ccc2C(=O)O)cc1)S(=O)(=O)c1ccc(F)cc1 | -2.8 |
